Pf Dd2 inh: inhibitors of Plasmodium falciparum Dd2 growth. AID 1159554. actives 2.3% (n = 94,000). P. falciparum Dd2 growth, SYBR Green, 72 h; hits give low values. activity change, % at 10 µM; in the data active means activity change below about -80%
T cruzi growth: blocks T. cruzi growth in NIH3T3 culture; T. cruzi beta-gal in NIH3T3, GalScreen luminescence, 90 h; inhibition, % at 8.34 µM; actives 5.9% (n = 77,000); AID 624255;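 active means mean inhibition above about 93%, with at least 55% of replicates each passing it, limit read from the data, passing the limit was not always enough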
GASC1 inh: blocks human GASC-1 (KDM4C) demethylase activity | Q9H3R0 | GST-KDM4C 2-372, H3K9me3 peptide, LANCE TR-FRET | inhibition, % at 12.5 µM | actives 0.15% (n = 96,000);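 active means mean replicate inhibition above about 25%, with at least 55% of replicates also reaching it, limit read from the data, passing the limit was not always enough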
Target sequence (Q9H3R0 2-372 limits assumed): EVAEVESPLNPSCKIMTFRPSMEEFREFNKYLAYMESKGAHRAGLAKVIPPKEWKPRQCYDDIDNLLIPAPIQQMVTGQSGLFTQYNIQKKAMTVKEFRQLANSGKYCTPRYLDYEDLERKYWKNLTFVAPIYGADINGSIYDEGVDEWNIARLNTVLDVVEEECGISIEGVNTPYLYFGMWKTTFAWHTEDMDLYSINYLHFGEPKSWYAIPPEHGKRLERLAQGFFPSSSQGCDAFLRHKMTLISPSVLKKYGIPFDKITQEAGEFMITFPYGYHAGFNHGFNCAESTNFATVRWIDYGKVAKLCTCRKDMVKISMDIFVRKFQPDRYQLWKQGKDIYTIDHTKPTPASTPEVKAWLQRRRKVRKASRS
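System: N-terminal GST-fused human GASC-1 (KDM4C) fragment, residues 2-372; amount: enzyme final amount 10 nM; incubation: reaction 30 min RT, detection step 1 h RT; medium: HEPES buffer, pH 7.5, plus ascorbate; technique: LANCE TR-FRET, Eu antibody, ULight-streptavidin, EDTA, ex 340 nm, em 618/671 nm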
C diff growth: inhibitors of Clostridium difficile growth | actives 0.25% (n = 86,000) | AID 1259249 | Clostridium difficile clinical isolate growth, OD600, 24 h; hits give low values | growth activity, negative = inhibition, % at 16 µg/mL (by protocol);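 active means mean growth activity at or below -80% and every replicate also at or below -80%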;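 further: 0% = DMSO wells and -100% = levofloxacin 16 µg/mL wells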
Starred values were filed as active, the others as inactive; . = not tested or not shown; & = joins results of further samples.

1. COc1ccc2c3c(n(C)c2c1)[C@@H](CO)N(C)CC31CCN(C(=O)c2cccnc2)CC1
2. COCC#Cc1ccc2c(c1)O[C@@H](CN(C)C(=O)COC)[C@H](C)CN([C@H](C)CO)S2(=O)=O
3. COC(=O)C[C@H]1C=C[C@@H](NS(=O)(=O)c2ccccc2F)[C@@H](CO)O1
4. COc1ccc(NC(=O)Nc2cccc3c2O[C@@H](CN(C)S(=O)(=O)c2cn(C)cn2)[C@H](C)CN([C@@H](C)CO)C3=O)cc1
5. O=C(c1cccc(F)c1)N1CC2(C1)[C@H](c1ccccc1)[C@H](CO)N2C(=O)C1CCC1
6. COc1cccc(C(=O)N2C[C@H]3[C@@H](c4ccccc42)[C@H](CO)N3C(=O)c2ccc(F)cc2)c1
Assay by compound | 1 | 2 | 3 | 4 | 5 | 6
Pf Dd2 inh | 20 | 1 | 15 | -15 | 30 | -4
T cruzi growth | . | -11 | -43 | -24 | . | -19
GASC1 inh | -0.1 | 1.0 | -0.4 | 0.8 | -1.5 | -2.1
C diff growth | 1 | 0 | . | 3 | 0 | -9

7. CO[C@@H]1CN(C)C(=O)c2cc(NC(=O)Nc3ccccc3F)ccc2OC[C@@H](C)N(C(C)=O)C[C@@H]1C
8. COCC(=O)N1C[C@H](C)[C@@H](OC)CN(C)C(=O)c2cc(NS(C)(=O)=O)ccc2OC[C@@H]1C
9. C[C@H]1CN([C@@H](C)CO)C(=O)c2cc(NC(=O)CCCN(C)C)ccc2O[C@@H]1CN(C)S(=O)(=O)c1cccs1
10. CCN1[C@@H]2Cn3c(ccc(C4=CCCCC4)c3=O)[C@H]1[C@@H](C(=O)N1CCc3ccccc3C1)[C@@H]2CO
11. C[C@@H]1CN([C@H](C)CO)C(=O)CCCn2nncc2CO[C@H]1CN(C)Cc1ccc2c(c1)OCO2
12. Cn1cnc(S(=O)(=O)N[C@@H]2CC[C@@H](CC(=O)N3CCN(c4ccccc4)CC3)O[C@H]2CO)c1
Assay by compound | 7 | 8 | 9 | 10 | 11 | 12
Pf Dd2 inh | 1 | 24 | 48 | -3 | 6&1 | 20
T cruzi growth | 6 | 45 | 105 | 30 | 1&-23 | -37
GASC1 inh | 0.2 | 5.0 | 0.5 | 1.0 | 2.5 | 0.7
C diff growth | -4 | . | . | 2 | -5 | .

13. CO[C@@H](CN(C)C(=O)C1CC1)[C@H](C)CN(C(=O)Nc1ccc(C(F)(F)F)cc1)[C@@H](C)CO
14. C[C@@H]1CN([C@H](C)CO)C(=O)c2cc(NS(=O)(=O)c3cn(C)cn3)ccc2O[C@@H]1CN(C)C
15. O=C(Nc1ccc2c(c1)OCO2)N[C@@H]1C=C[C@H](CC(=O)N2CCN(c3ccccc3)CC2)O[C@H]1CO
16. C[C@@H]1CN([C@H](C)CO)C(=O)CCCn2nncc2CO[C@H]1CN(C)C(=O)c1ccncc1
17. C[C@H]1CCCCO[C@@H](CN(C)C(=O)C2CCCCC2)[C@@H](C)CN([C@@H](C)CO)C(=O)c2cc(N(C)C)ccc2O1
18. C[C@H]1CN([C@@H](C)CO)C(=O)c2cccc(NS(=O)(=O)c3ccc(Cl)cc3)c2O[C@H]1CN(C)C(=O)Nc1ccc(F)cc1
Assay by compound | 13 | 14 | 15 | 16 | 17 | 18
Pf Dd2 inh | 12 | 2 | 6 | -8&6 | -37 | -12
T cruzi growth | 89 | 17 | 5 | -3&28 | 39 | 58
GASC1 inh | 1.4 | 0.6 | -0.5 | 2.4 | 3.0 | -1.5
C diff growth | . | -1 | . | -2 | -6 | 3

19. C[C@@H]1CN([C@@H](C)CO)C(=O)Cc2cc(NC(=O)CCC(F)(F)F)ccc2O[C@@H]1CN(C)Cc1ccc(C(=O)O)cc1
20. O=C(C[C@@H]1C[C@@H]2c3cc(NS(=O)(=O)c4ccccc4)ccc3O[C@@H]2[C@H](CO)O1)NCC1CC1
21. C[C@@H]1CN([C@H](C)CO)C(=O)c2cc(N(C)C)ccc2O[C@@H](C)CCCCO[C@H]1CN(C)C(=O)Nc1ccc(F)cc1
22. Cc1noc(C)c1NC(=O)N(C)C[C@H]1OCCCC[C@@H](C)Oc2ccc(NC(=O)C3CCCCC3)cc2C(=O)N([C@@H](C)CO)C[C@H]1C
23. Cc1ccc(S(=O)(=O)Nc2ccc3c(c2)CC(=O)N([C@H](C)CO)C[C@@H](C)[C@H](CN(C)Cc2ccc(-c4ccccc4)cc2)O3)cc1
24. O=C(NCC[C@@H]1CC[C@H](NC(=O)C2CCCCC2)[C@@H](CO)O1)c1cc(Cl)cc(Cl)c1
Assay by compound | 19 | 20 | 21 | 22 | 23 | 24
Pf Dd2 inh | 18 | 18 | 29 | -10 | 2 | -7
T cruzi growth | 10 | 15 | 73 | 15 | 90 | -26
GASC1 inh | -0.1 | -1.2 | 3.3 | 1.2 | 0.9 | -2.3
C diff growth | -4 | -3 | -6 | -3 | 15 | -1

25. C[C@H](CO)N1C[C@H](C)[C@H](CN(C)C(=O)NC2CCCC2)OCc2cnnn2CCCC1=O
26. O=C(O)C[C@@H]1CC[C@@H]2[C@H](COC[C@@H](O)CN2S(=O)(=O)c2ccc(F)cc2)O1
27. O=C(C[C@H]1C=C[C@H](NC(=O)CC2CC2)[C@H](CO)O1)NCc1ccccc1
28. CO[C@@H]1CC[C@H]2CCOc3c(C#N)cccc3C(=O)N(C)[C@@H](C)C(=O)N(C)C[C@@H]1O2
29. CCCC#Cc1cnc2c(c1)C(=O)N([C@@H](C)CO)C[C@@H](C)[C@H](CN(C)C(=O)C1CCOCC1)O2
30. Cc1noc(C)c1S(=O)(=O)Nc1ccc2c(c1)CC(=O)N([C@@H](C)CO)C[C@@H](C)[C@@H](CN(C)C(=O)Nc1ccc3c(c1)OCO3)O2
Assay by compound | 25 | 26 | 27 | 28 | 29 | 30
Pf Dd2 inh | -9 | 28 | 23 | 0 | 6 | -39
T cruzi growth | 14 | . | . | 22 | -1 | 16
GASC1 inh | 0.2 | 1.0 | -0.7 | -0.3 | -0.4 | -0.2
C diff growth | . | 7&-12 | -1 | . | 7 | -7

31. O=C(C1CCCC1)N1CC[C@@H]2[C@H]1c1cc(Br)ccc1N[C@@H]2CO
32. C[C@@H]1CN([C@@H](C)CO)S(=O)(=O)c2ccc(/C=C/c3ccccc3)cc2O[C@@H]1CN(C)C(=O)CN1CCOCC1
33. C[C@H](CO)N1C[C@H](C)[C@H](CN(C)C(=O)Nc2ccccc2)Oc2ncc(C#CC3CCCCC3)cc2C1=O
34. C[C@H](CO)N1C[C@H](C)[C@H](CN(C)S(=O)(=O)c2ccccc2)Oc2ccc(NC(=O)CCCN(C)C)cc2C1=O
35. COc1ccc2c3c([nH]c2c1)[C@H](CO)N(C(=O)c1ccccn1)CC31CCN(C(=O)C2CCCC2)CC1
36. O=C(c1ccccc1F)N1CC(=O)N2[C@H](C1)[C@H](c1ccc(-c3cccnc3)cc1)[C@@H]2CO
Assay by compound | 31 | 32 | 33 | 34 | 35 | 36
Pf Dd2 inh | -32 | -3 | 17 | 0 | -52 | 25
T cruzi growth | . | . | . | 16 | . | .
GASC1 inh | -1.4 | 3.3 | -3.5 | -1.7 | 0.3 | -0.9
C diff growth | 5 | -8 | 6 | -2 | -7 | -11

A portion of the results above:
31. O=C(C1CCCC1)N1CC[C@@H]2[C@H]1c1cc(Br)ccc1N[C@@H]2CO
32. C[C@@H]1CN([C@@H](C)CO)S(=O)(=O)c2ccc(/C=C/c3ccccc3)cc2O[C@@H]1CN(C)C(=O)CN1CCOCC1
Assay by compound | 31 | 32
Pf Dd2 inh | -32 | -3
T cruzi growth | . | .
GASC1 inh | -1.4 | 3.3
C diff growth | 5 | -8

(more compounds)
37. C[C@@H]1CCCCO[C@H](CN(C)C(=O)Nc2ccc(F)cc2)[C@H](C)CN([C@@H](C)CO)C(=O)c2cc(NC(=O)c3ccccc3)ccc2O1
38. O=C(C[C@H]1CC[C@@H]2[C@H](COC[C@@H](O)CN2Cc2cccc(Cl)c2)O1)N1CCCCC1
39. CCCNC(=O)N1[C@H](CO)[C@@H]2c3ccccc3N(C(=O)C3CCOCC3)C[C@@H]21
40. O=C(C[C@H]1CC[C@@H](NC(=O)c2cnccn2)[C@@H](CO)O1)NCc1ccccc1F
41. COc1ccc(S(=O)(=O)Nc2ccc3c(c2)C(=O)N([C@H](C)CO)C[C@@H](C)[C@H](CN(C)C(=O)NC2CCCCC2)O3)cc1
42. CCC(=O)N1CC(=O)N2[C@H](CO)[C@@H](c3ccc(C#CC4CCCCC4)cc3)[C@H]2C1
Assay by compound | 37 | 38 | 39 | 40 | 41 | 42
Pf Dd2 inh | -62 | 2 | -2 | 13 | -3 | -11
T cruzi growth | 86 | 42 | 16 | 27 | -23 | .
GASC1 inh | 0.5 | 0.9 | -1.1 | 0.5 | 0.8 | -1.1
C diff growth | 1 | 3&-3 | 0 | . | . | 48

43. C[C@@H]1CN([C@H](C)CO)C(=O)c2cc(NC(=O)c3ccccc3)ccc2O[C@@H](C)CCCCO[C@@H]1CN(C)S(=O)(=O)c1ccccc1
44. C[C@@H]1CN([C@H](C)CO)C(=O)c2cc(C3=CCCC3)cnc2O[C@H]1CN(C)Cc1cccnc1
45. C[C@@H]1CCCCO[C@@H](CN(C)Cc2ccc(C(=O)O)cc2)[C@H](C)CN([C@@H](C)CO)C(=O)c2cc(NC(=O)Nc3ccccc3)ccc2O1
46. Cc1noc(C)c1NC(=O)N(C)C[C@H]1Oc2cc(C#CCC(C)C)ccc2S(=O)(=O)N([C@H](C)CO)C[C@H]1C
47. CN(C)C(=O)C[C@@H]1C[C@@H]2c3cc(NC(=O)Nc4ccc(F)cc4)ccc3O[C@@H]2[C@@H](CO)O1
48. C[C@@H]1CN([C@@H](C)CO)C(=O)CCCn2cc(nn2)CO[C@H]1CN(C)C(=O)Nc1ccc(C(C)(C)C)cc1
Assay by compound | 43 | 44 | 45 | 46 | 47 | 48
Pf Dd2 inh | -72 | -8 | 14 | -3 | 4 | 12&-4
T cruzi growth | 24 | . | 46 | 51 | -18 | -18&17
GASC1 inh | -1.1 | 0.5 | 0.4 | 0.5 | -1.9 | 0.2
C diff growth | . | 2 | -6 | 6 | -8 | 1&2

49. CC(C)C(=O)Nc1ccc2c(c1)C(=O)N(C)[C@H]1CC[C@H](CC(=O)NCc3ccccc3F)O[C@H]1CO2
50. CCCNC(=O)[C@H]1[C@H](CO)[C@H]2Cn3c(ccc(C4=CCCC4)c3=O)[C@H]2N1CCC(F)(F)F
51. C[C@H](CO)N1C[C@H](C)[C@@H](CN(C)S(=O)(=O)c2cn(C)cn2)Oc2c(NC(=O)Nc3ccc(F)cc3)cccc2C1=O
52. CCC(=O)NC[C@H]1[C@@H](c2ccc(C3=CCCC3)cc2)[C@H](CO)N1C(=O)C1CC1
53. COc1ccc(-c2cnc3c(c2)C(=O)N([C@@H](C)CO)C[C@H](C)[C@H](CN(C)C(=O)C2CCOCC2)O3)cc1
54. CCCNC(=O)[C@@H]1[C@@H](CO)[C@@H]2Cn3c(cccc3=O)[C@@H]2N1Cc1cccc(F)c1
Assay by compound | 49 | 50 | 51 | 52 | 53 | 54
Pf Dd2 inh | 4 | -1 | 28 | -4 | 16 | -29
T cruzi growth | -35 | -8 | 19 | 55 | -47 | .
GASC1 inh | -0.9 | 1.2 | -0.1 | -0.4 | -0.2 | 21
C diff growth | -5 | 4 | . | -1 | -1 | 1

Looked up by compound from the entries so far, two records:
51. C[C@H](CO)N1C[C@H](C)[C@@H](CN(C)S(=O)(=O)c2cn(C)cn2)Oc2c(NC(=O)Nc3ccc(F)cc3)cccc2C1=O
49. CC(C)C(=O)Nc1ccc2c(c1)C(=O)N(C)[C@H]1CC[C@H](CC(=O)NCc3ccccc3F)O[C@H]1CO2
Assay by compound | 51 | 49
Pf Dd2 inh | 28 | 4
T cruzi growth | 19 | -35
GASC1 inh | -0.1 | -0.9
C diff growth | . | -5

Remaining list, next part.
55. CNC(=O)C[C@@H]1CC[C@@H]2[C@H](COC[C@H](O)CN2Cc2ccc(Cl)c(Cl)c2)O1
56. COc1ccc(NC(=O)N(C)C[C@@H]2Oc3ccc(NS(=O)(=O)c4c(C)noc4C)cc3CC(=O)N([C@H](C)CO)C[C@H]2C)cc1
57. C[C@@H]1CN([C@H](C)CO)C(=O)Cc2cc(NC(=O)C3CC3)ccc2O[C@@H]1CN(C)C(=O)Nc1cccc2ccccc12
58. C[C@@H]1CN([C@@H](C)CO)C(=O)c2cc(C3=CCCCC3)cnc2O[C@@H]1CN(C)C(=O)c1ccccn1
59. C[C@@H]1CN([C@@H](C)CO)C(=O)c2cc(NS(=O)(=O)c3ccc(Cl)cc3)ccc2O[C@@H](C)CCCCO[C@@H]1CN(C)C(=O)CCCN(C)C
60. CC(=O)N[C@@H]1CC[C@@H](CCNC(=O)Nc2ccc(C(F)(F)F)cc2)O[C@H]1CO
61. CN(C)C(=O)[C@@H]1[C@@H](CO)[C@@H]2Cn3c(ccc(-c4cncnc4)c3=O)[C@@H]2N1Cc1ccccc1F
62. COc1ccc(CN2CC3(CN(C(C)=O)C3)c3c(n(C)c4cc(OC)ccc34)[C@@H]2CO)cc1
Assay by compound | 55 | 56 | 57 | 58 | 59 | 60 | 61 | 62
Pf Dd2 inh | 16 | 22 | 7 | 23 | 1 | 7 | 3 | -7
T cruzi growth | 6 | -13 | 31 | -67 | 11 | -25 | 11 | .
GASC1 inh | -4.5 | 1.5 | 3.8 | 0.1 | 3.4 | -0.3 | 9.4 | 0.4
C diff growth | 4&-7 | -1 | -3 | 4 | -4 | -35 | -2 | 5

Screens from PubChem.
